XIAP displacement – small molecules displacing peptide from XIAP – biochemical, IAP family, fluorescence polarization (AID 1018) | XIAP BIR domain, fluorescence polarization peptide displacement; higher % means a stronger effect | hit rate 0.007% among 200,000 | displacement, % at 20 µM; hits with a dose series show IC50 in µM; in the data active means displacement above about 50%; further: a part of the inactive calls stands beside numbers as strong as those of hits
PMI inhibition – human PMI inhibitors, high substrate, primary screen, biochemical, fluorescence intensity, high mannose 6-phosphate (AID 1220); recombinant PMI enzyme, coupled fluorescence intensity; higher % means a stronger effect; inhibition, % at 20 µM, or IC50 in µM where a hit was titrated; hit rate 0.66% among 190,000
PhoP inhibition – PhoP-dependent GFP reporter repression – Salmonella Typhimurium, primary screen (AID 1863). S. Typhimurium PhoP-regulated promoter GFP reporter, 4 h; higher % means a stronger effect. inhibition, % at 50 µM, or IC50 in µM where a hit was titrated. hit rate 0.16% among 300,000;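 active means inhibition over 29.93%, a cutoff 3 SD above the screen mean, later confirmed by dose response; inconclusive means inhibition over 29.93% but no dose response follow-up; inactive means inhibition at most 29.93% or unconfirmed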;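 further: 0% = low Mg2+ inducing control and 100% = high Mg2+ repressing control; strong numbers were not always called active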
WT yeast gro inh – growth inhibition of WT yeast, mitochondrial fusion screen. hit rate 2.1% among 190,000. mitochondrial fusion phenotypic screen, WT strain. inhibition, % at 10 µM; in the data active means inhibition above about 58%; tested in S. cerevisiae
Myeloid diff MLP – promotes myeloid progenitor differentiation; calls only at 10 µM; hit rate 1% among 360,000; ER-HoxA9 myeloid progenitors, lysozyme-GFP differentiation, flow cytometry;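 active means normalized GFP-positive differentiation at or above the plate's own cutoff, the solvent-only control mean plus 3 SD; inconclusive means no clear call, values can overlap the other calls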;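 further: cells exposed to compound for four days before flow analysis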
RSV CPE inhibition – RSV antiviral activity via CPE protection, HEp-2 cells, primary 10 µM value included (AID 2391) | HEp-2 cells, RSV-induced CPE inhibition; higher % means a stronger effect | CPE inhibition, % at 10 µM, or IC50 in µM where a hit was titrated | hit rate 0.13% among 310,000; in the data active means a potency from the dose series; inconclusive means CPE inhibition mostly from about 23% at the one dose, without a potency; inactive means the rest, 99 in 100 with CPE inhibition below about 21%; further: strong numbers were not always called active
Siah-1 displacement – Siah-1 peptide-binding antagonists, primary screen, biochemical, fluorescence polarization, rhodamine-plectin, uHTS (AID 1817); Siah-1 / rhodamine-plectin peptide fluorescence polarization; higher % means a stronger effect; one-dose displacement, % at 20 µM; IC50 in µM for titrated hits; hit rate 0.02% among 290,000;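 active means displacement of at least 50% at 20 µM, with a fluorescence ratio check between 0.3 and a set limit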;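 further: plate controls were Siah plus tracer with DMSO for no effect and tracer alone without Siah for full effect; strong numbers were not always called active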
TNAP activators – stimulation of alkaline phosphatase TNAP activity – biochemical, luminescent, no phosphate acceptor, uHTS, primary screen (AID 1001); purified TNAP, luminescent activation assay, no phosphate acceptor; higher activation fold means a stronger effect; activation fold at 20 µM; hits with a dose series show EC50 in µM; hit rate 0.03% among 200,000; in the data active means activation fold from about 3, or a potency from the dose series; inactive means the rest, 99 in 100 with activation fold below about 1.6; further: many of its hits are not listed in these tables
PMI inhibitors – inhibitors of human PMI, primary screen, biochemical, fluorescence intensity, coupled assay (AID 1209); one-dose inhibition, % at 20 µM; IC50 in µM for titrated hits; purified PMI enzyme, coupled fluorescence intensity; higher % means a stronger effect; hit rate 0.42% among 190,000;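 further: plate controls were DMSO vehicle for no effect and wells lacking substrate for full effect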
WT yeast gro inh mutant strain – recorded beside WT yeast gro inh, whose call it bears; inhibition, %; mitochondrial fusion phenotypic screen, mutant strain inhibition
Myeloid diff MLP GFP+ MAC1+ % – second read-out of Myeloid diff MLP, no call of its own (marks repeat the call); GFP+ MAC1+ double positive, %; measured here: differentiation confirmed by MAC1 staining
Starred values were filed as active, the others as inactive; i = inactive; ? = inconclusive; . = not tested or not shown; & = joins results of further samples. Unless noted, no stated cut-off is given here; in the data, active means inhibition above about 50%; inactive means the rest.

The first 2 records as a preview:
Abbreviations: A = XIAP displacement; B = PMI inhibition; C = PhoP inhibition; D = WT yeast gro inh; E = WT yeast gro inh mutant strain; F = Myeloid diff MLP; G = Myeloid diff MLP GFP+ MAC1+ %; H = RSV CPE inhibition; I = Siah-1 displacement; J = TNAP activators; K = PMI inhibitors
Compound: Cc1ccc(C)c(NC(=S)NC2CC3CCC(C2)N3Cc2ccco2)c1 (stereo unspecified)
  A = -12%; B = 13%; C = 19%; D = 5; E = -4; F = i; G = 7.1; H = -1.6%; I = 0%; J = 1; K = 10%

Compound: O=C(O)CCc1ccc(-c2ccccc2)n1NC(=O)c1sc2ccccc2c1Cl
  A = -9.0%; B = 1%; C = -12%; D = -7; E = -3; F = i; G = 0.8; H = 12%; I = -2%; J = 1; K = 3%

The list itself, previewed entries included:
Abbreviations: A = XIAP displacement; B = PMI inhibition; C = PhoP inhibition; D = WT yeast gro inh; E = WT yeast gro inh mutant strain; F = Myeloid diff MLP; G = Myeloid diff MLP GFP+ MAC1+ %; H = RSV CPE inhibition; I = Siah-1 displacement; J = TNAP activators; K = PMI inhibitors
Compound: Cc1ccc(C)c(NC(=S)NC2CC3CCC(C2)N3Cc2ccco2)c1 (stereo unspecified)
  A = -12%; B = 13%; C = 19%; D = 5; E = -4; F = i; G = 7.1; H = -1.6%; I = 0%; J = 1; K = 10%

Compound: O=C(O)CCc1ccc(-c2ccccc2)n1NC(=O)c1sc2ccccc2c1Cl
  A = -9.0%; B = 1%; C = -12%; D = -7; E = -3; F = i; G = 0.8; H = 12%; I = -2%; J = 1; K = 3%

Compound: O=C(NCCc1ccc2c(c1)OCCO2)c1cc2ccccc2o1
  A = -3.9%; B = 12%; C = -10%; D = -8; E = -11; F = i; G = 0.7; H = 2.9%; I = 4%; J = 1.1; K = 15%

Compound: COCCn1c(=O)[nH]c2cc(C(=O)Nc3ccc(OC)c(Cl)c3)ccc2c1=O
  A = .; B = .; C = 1%; D = .; E = .; F = i; G = 0.7; H = 2.1%; I = 3%; J = .; K = .

Compound: Cc1cccc(OCC(=O)Nc2cc(C)c(C)cc2O)c1
  A = -4.9%; B = 7%; C = -8%; D = 1; E = -15; F = i; G = 2.1; H = 2.9%; I = -3%; J = 1.1; K = 5%

Compound: Cc1ccccc1-n1nc(C)c2cc(C(=O)NC3CC3)sc21
  A = -21%; B = 6%; C = 13%; D = 18; E = 32; F = i; G = 0.8; H = 1.0%; I = 2%; J = 1; K = -2%

Compound: CC(C)CC(=O)NC(=S)Nc1ccc(NC(=O)c2ccco2)cc1
  A = -3.4%; B = -8%; C = -10%; D = 3; E = -2; F = i; G = 0.3; H = 1.5%; I = 4%; J = 1.1; K = -9%

Compound: CCOC(=O)CSc1nc2cc(OCC)ccc2cc1C#N
  A = -7.1%; B = 6%; C = -9%; D = -3; E = 4; F = i; G = 0.6; H = 0.0%; I = -2%; J = 1.1; K = 15%

Compound: O=C(NNC1=C(C(=O)C(F)(F)F)CCC1)c1cccc(Cl)c1
  A = -4.0%; B = -16%; C = 4%; D = 7; E = -3; F = i; G = 1.4; H = -2.4%; I = 1%; J = 1; K = -7%

Compound: CCOc1cc(/C=C2\C(=O)N(CCC#N)N=C2C)ccc1OCC(N)=O
  A = -6.5%; B = 21%; C = 4%; D = 0; E = -4; F = i; G = 0.5; H = 0.3%; I = -3%; J = 1.1; K = 13%

At a glance, three of the compounds above.
Abbreviations: A = XIAP displacement; B = PMI inhibition; C = PhoP inhibition; D = WT yeast gro inh; E = WT yeast gro inh mutant strain; F = Myeloid diff MLP; G = Myeloid diff MLP GFP+ MAC1+ %; H = RSV CPE inhibition; I = Siah-1 displacement; J = TNAP activators; K = PMI inhibitors
Compound: Cc1ccc(C)c(NC(=S)NC2CC3CCC(C2)N3Cc2ccco2)c1 (stereo unspecified)
  A = -12%; B = 13%; C = 19%; D = 5; E = -4; F = i; G = 7.1; H = -1.6%; I = 0%; J = 1; K = 10%

Compound: O=C(O)CCc1ccc(-c2ccccc2)n1NC(=O)c1sc2ccccc2c1Cl
  A = -9.0%; B = 1%; C = -12%; D = -7; E = -3; F = i; G = 0.8; H = 12%; I = -2%; J = 1; K = 3%

Compound: O=C(NCCc1ccc2c(c1)OCCO2)c1cc2ccccc2o1
  A = -3.9%; B = 12%; C = -10%; D = -8; E = -11; F = i; G = 0.7; H = 2.9%; I = 4%; J = 1.1; K = 15%

Further records follow.
Abbreviations: A = XIAP displacement; B = PMI inhibition; C = PhoP inhibition; D = WT yeast gro inh; E = WT yeast gro inh mutant strain; F = Myeloid diff MLP; G = Myeloid diff MLP GFP+ MAC1+ %; H = RSV CPE inhibition; I = Siah-1 displacement; J = TNAP activators; K = PMI inhibitors
Compound: O=C(Cc1c(F)cccc1Cl)Nc1ccc(S(=O)(=O)N2CCCC2)cc1
  A = .; B = .; C = -1%; D = .; E = .; F = i; G = 1.1; H = 2.6%; I = -1%; J = .; K = .

Compound: CCN1CCC[C@H]1CNC(=O)c1cc(S(N)(=O)=O)ccc1OC
  A = -0.2%; B = 14%; C = 1%&-8%; D = 2; E = 12; F = .; G = .; H = 2.1%; I = 1%; J = 1; K = 1%

Compound: O=C(NC1CCNCC1)C1CC1
  A = -11%; B = 11%; C = .; D = -16; E = 0; F = i; G = 0.7; H = 1.9%; I = -4%; J = 1; K = 18%

Compound: C[C@@]12CCC=C[C@H]1[C@H](c1ccoc1)N(Cc1ccccc1)C2=O
  A = .; B = .; C = 0%; D = .; E = .; F = i; G = 0.5; H = 1.5%; I = 2%; J = .; K = .

Compound: CC(C)C(=O)Nc1cccc2nsnc12
  A = -7.0%; B = 31%; C = -2%; D = -53; E = -15; F = i; G = 1.6; H = 0.2%; I = 6%; J = 1; K = -24%

Compound: O=C(Cc1ccccc1)Nc1ccc(N2CCOCC2)cc1
  A = -6.1%; B = 3%; C = 3%; D = 3; E = 3; F = i; G = 0.4; H = 0.0%; I = 5%; J = 1.1; K = 3%

Compound: Cc1cc(N2CCN(C)CC2)nc2ccc(NC(=S)N3CCCCC3)cc12
  A = -8.3%; B = 54%*; C = -10%; D = 28; E = 24; F = i; G = 0.4; H = .; I = -14%; J = 1; K = 16%

Compound: COc1ccccc1COC(=O)N/C=C/c1ccco1
  A = -3.2%; B = -40%; C = -13%; D = -10; E = -1; F = .; G = .; H = -1.8%; I = -4%; J = 1.3; K = -43%

Compound: CCCCSc1ncnc2[nH]ncc12
  A = .; B = .; C = -6%; D = .; E = .; F = i; G = 1.2; H = ?; I = -2%; J = .; K = .

Compound: CSCC[C@H](Nc1ncnc2sc(C)c(C)c12)C(=O)O
  A = -2.7%; B = -2%; C = -23%; D = 3; E = 24; F = i; G = 0.8; H = 6.7%; I = 2%; J = 1.1; K = -2%

Compound: CCCOc1ccc(/C=N/Nc2ccccc2[N+](=O)[O-])c(O)c1
  A = -5.5%; B = 8%; C = 1%; D = 17; E = 25; F = i; G = 0.5; H = 2.2%; I = -2%; J = 0.7; K = 1%

Compound: COc1ccc(-n2c(C)c(C)c3c(N)ncnc32)cc1
  A = .; B = .; C = -9%; D = .; E = .; F = i; G = 0.5; H = 5.5%; I = 2%; J = .; K = .

Compound: C=CCn1c(SC2CCOC2=O)nc2scc(C3CC3)c2c1=O (stereo unspecified)
  A = -8.1%; B = 2%; C = 8%; D = 9; E = 9; F = i; G = 0.6; H = 1.0%; I = -1%; J = 1.2; K = 6%

Compound: CN(C(=O)c1sc2nc(N3CCCC3)c3c(c2c1N)CC(C)(C)OC3)c1ccccc1
  A = .; B = .; C = 2%; D = .; E = .; F = i; G = 4.7; H = ?; I = 6%; J = .; K = .

From PubChem
